# hcGAS inh: inhibitors of human cGAS. AID 1259398. actives 0.081% (n = 290,000). Q8N884. inhibition, % at 12.5 µM. recombinant h-cGAS, ATP depletion, Kinase-Glo luminescence;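 also: 0% = vehicle reaction and 100% = reaction without DNA for no activity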
# Target sequence (Q8N884 whole entry, looked up): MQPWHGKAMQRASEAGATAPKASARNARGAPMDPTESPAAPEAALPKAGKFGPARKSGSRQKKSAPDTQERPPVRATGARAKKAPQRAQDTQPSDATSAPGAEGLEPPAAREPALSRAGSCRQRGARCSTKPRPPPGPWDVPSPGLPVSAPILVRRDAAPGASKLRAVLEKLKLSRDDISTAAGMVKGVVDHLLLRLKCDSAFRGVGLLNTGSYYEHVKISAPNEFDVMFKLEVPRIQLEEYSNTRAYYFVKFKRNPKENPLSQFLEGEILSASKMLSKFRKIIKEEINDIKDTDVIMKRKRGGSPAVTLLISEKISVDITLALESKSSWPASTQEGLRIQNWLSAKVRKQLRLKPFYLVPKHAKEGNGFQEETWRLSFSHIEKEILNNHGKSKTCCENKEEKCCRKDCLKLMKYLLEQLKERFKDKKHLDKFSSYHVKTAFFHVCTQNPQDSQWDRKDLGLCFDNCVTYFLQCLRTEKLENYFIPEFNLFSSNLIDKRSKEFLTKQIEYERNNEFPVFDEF
# NPYLR7 ag: activates Aedes aegypti NPYLR7 receptor; HEK293T NPYLR7/Galpha15, GCaMP6s calcium fluorescence; activation, % at 10 µM; actives 0.15% (n = 270,000); AID 1259423; in the data active = activation above about 40%;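 also: 0% = vehicle and 100% = reference agonist at the receptor; some compounds past the cut are filed as inactive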
# mcGAS inh: inhibitors of mouse cGAS; recombinant cGAS, Kinase-Glo ATP depletion luminescence; inhibition, % at 12.5 µM; actives 0.15% (n = 160,000); AID 1259399;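 also: 0% = negative control wells and 100% = reference inhibitor with no enzyme activity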
# Numbers without * were called inactive; nt = no result given; & = joins results of further samples. Rule as the data show it, unless noted: active = inhibition above about 40%; inactive = the rest. Compounds were not picked by outcome; any-hit rate near 0.26%.
SMILES,hcGAS inh,NPYLR7 ag,mcGAS inh
CC(C)OC(=O)c1ccc(NC(=O)c2cc3ccccc3oc2=O)cc1,-4.3,-0.4,-2.2
Cc1nn(C)c(C)c1/C=C/C(=O)N1CCCC(C)C1 (centres undefined),5.0,-1.5,nt
COc1ccc(NC(=O)CNC(=O)CN(Cc2ccco2)C(=O)c2ccc([N+](=O)[O-])cc2Cl)cc1,-6.3,19.0,-5.0
COc1ccccc1/C=N\NC(=O)CSc1nnc(-c2ccc(OC)c(OC)c2)n1-c1ccccc1,-6.2,-6.3,-5.4
COc1cccc(-c2nc(COC(=O)c3nnn(-c4cccc(F)c4)c3C)c(C)o2)c1OC,-8.2,nt,-7.8
CCCC(CCC)C(=O)N1CCN(c2nccn2C)CC1,-4.4,0.7,-7.5
CCc1ncc(C(=O)N2CCOc3c(O)cc(-c4cccnc4)cc3C2)cn1,-0.9,-15.6,nt
Cc1cccn2cc(C(=O)N3CCc4c(c(C(=O)O)nn4CC4CC4)C3)nc12,-5.0,-0.1,nt
COc1ccc(NC(=O)C2CC3CCCCN3C2)cc1S(=O)(=O)N1CCOCC1 (centres undefined),-4.5,0.3,nt
CCOC(=O)c1sc2nc(C)[nH]c(=S)c2c1C,-3.7,6.9,-3.4
COc1cccc(C(=O)N(Cc2nccn2Cc2ccc(F)c(F)c2)CC2CCCO2)c1 (centres undefined),-5.8,5.1,-4.8
COCCOCC(=O)N1CCN(c2ccc(NC(=O)c3ccc(F)cc3)cn2)CC1,-3.6,9.9,-6.5
CN(C)c1ccc(NC(=O)C2CCC2)cc1CN(C(=O)C1CC1)C1CC1,-3.6,20.9,-4.7
CN(C)c1nc2c(c(N(C)C)n1)CCN(S(=O)(=O)N(C)C)C2,-3.6,1.1,-16.4
CC(C)C1=NOC(C(=O)N2CCN(CCn3cncn3)CC2)C1 (centres undefined),-7.0,19.6,nt
CSc1ccc(/C=N\NC(=O)C(NC(=O)c2ccccc2)c2n[nH]c(=O)c3ccccc23)cc1 (centres undefined),-0.7,-5.7,-6.1
Cc1ccc(NC(=O)CC(c2ccccc2F)c2cnc3ccc(Cl)cn23)cc1 (centres undefined),-0.2,nt,-4.2
COC(=O)c1c(N2C(=O)C=CC2=O)sc2c1CCCC2,-0.1,7.7,nt
CCN(CC)c1ncccc1CNC(=O)c1cc(C2CC2)[nH]n1,-3.2,-1.1,-15.6
Cc1ccc2nc(NC(=O)C3CC3c3ccccc3)sc2c1 (centres undefined),-4.7,6.7,-5.0
O=S(=O)(NCc1ccccc1)Nc1cccnc1Oc1ccccc1F,-5.7,nt,-13.1
O=C1OCC2=C1C(c1ccccc1)C1C(=O)OCC1=N2 (centres undefined),-5.7,14.0,nt
CN(CC(=O)NCC(F)(F)F)C(=O)C1(c2ccccc2F)CCCC1,-6.1,-0.8,nt
COc1cc2c(cc1O)NC(=O)CC2COCc1ccccc1 (centres undefined),-2.8,1.5,-15.9
CN1C[C@H](NC(=O)C(=O)NC2CCCC2)C[C@H]1CO,8.0,0.0,nt
N#Cc1ccc(C(=O)N2CCOC(c3ccccc3)C2)c(F)c1 (centres undefined),2.0,-3.1,-0.1
COc1ccc(CN(CC(C)C)C(=O)C(C)C)cc1OS(C)(=O)=O,-3.0,12.3,-3.8
O=C(CCN(c1nc(C2CC2)nc2ccccc12)C1CC1)NCc1ccco1,-1.0,-3.4,-3.9
CC(C)c1ccc(-n2cc(O)c(C(=O)N3CCS(=O)CC3)n2)cc1,-5.5,3.5,nt
COc1cc(OC)c(C2Nc3cccc4cccc(c34)N2)c(OC)c1,2.2,0.7,-4.2
Cc1ccccc1CNC(=O)Cn1cc(-c2ccccc2)sc1=O,-0.8,2.4,nt
COc1ccc(-c2nn(-c3ccc(F)cc3)c(OC(C)=O)c2-c2ccc(NC(=O)C3CCCC3)cc2)cc1OC,-5.2,15.1,-4.4
COCCCN(CC(=O)N(CCc1c[nH]c2ccccc12)Cc1ccc(C)cc1)C(=O)Nc1cc(OC)cc(OC)c1,-2.3,9.3,-4.1
Cc1c(NC(=O)c2cccc(I)c2)c(=O)n(-c2ccccc2)n1C,1.7,2.6,-8.4
C=CCOC(=O)C1=C(C)N(C)C(=O)NC1c1cccc([N+](=O)[O-])c1 (centres undefined),-0.8,-0.5,-4.1
N#Cc1ccccc1N1C(=O)C2C3C=CC(C3)C2C1=O (centres undefined),-2.2,-0.8,-5.1
COc1ccc(C(=O)COC(=O)CCc2c[nH]c3ccccc23)cc1,-1.6,-1.9,-0.7
CCOC(=O)C1=C(CC)NC2=C(C(=O)CC(C)(C)C2)C1c1cccnc1 (centres undefined),-5.3,-0.9,-3.1
Cc1ccc2[nH]c(O)c(N=NC(=O)C3CC3c3ccccc3)c2c1Br (centres undefined),-4.9,-3.7,-4.6
Cn1ncc(Oc2ccc(Cl)cc2)c(Nc2cccc(C(=O)NCc3ccccn3)c2)c1=O,-7.5,2.3,-4.5

# Five of the compounds above, with tabs.
canonical_smiles	hcGAS inh	NPYLR7 ag	mcGAS inh
C=CCOC(=O)C1=C(C)N(C)C(=O)NC1c1cccc([N+](=O)[O-])c1 (centres undefined)	-0.8	-0.5	-4.1
N#Cc1ccccc1N1C(=O)C2C3C=CC(C3)C2C1=O (centres undefined)	-2.2	-0.8	-5.1
COc1ccc(C(=O)COC(=O)CCc2c[nH]c3ccccc23)cc1	-1.6	-1.9	-0.7
CCOC(=O)C1=C(CC)NC2=C(C(=O)CC(C)(C)C2)C1c1cccnc1 (centres undefined)	-5.3	-0.9	-3.1
Cc1ccc2[nH]c(O)c(N=NC(=O)C3CC3c3ccccc3)c2c1Br (centres undefined)	-4.9	-3.7	-4.6

# More records follow.
SMILES,hcGAS inh,NPYLR7 ag,mcGAS inh
Cc1csc(N2CCc3ccccc32)n1,4.5,4.5,nt
CCCC(C)(CO)NCc1csc(Br)c1 (centres undefined),-6.2,7.5,nt
CC1(C)O[C@@H]2C[C@@](OCc3ccccc3F)(C(=O)NCCN3CCOCC3)CC(OCc3cccc(Cl)c3)[C@@H]2O1 (some centres undefined),-10.5,17.6,-5.4
Cc1cc(NC(=O)Cn2nc(C(C)C)c3cnn(-c4ccccc4C)c3c2=O)no1,-4.3,6.8,nt
Cc1ccccc1C1=NOC2CN(c3ccc(S(C)(=O)=O)cc3)CC12 (centres undefined),-3.0,-0.6,nt
CCCCNC(=O)C1(C)CCCCN1C(=O)c1c(C)noc1C (centres undefined),-20.1,6.6,-8.2
O=C(Cc1ccc(Cl)s1)Nc1nnc(-c2cc3ccccc3o2)o1,-1.4,6.3,nt
CCONS(=O)(=O)c1ccc(NC(=O)C(C)(C)C)cc1,-5.5,6.3,nt
Cc1ccc(NC(C)(C)C(=O)N2CCC(N3CCCC3=O)CC2)cc1,-6.0,7.8,-14.4
CC12CC(NC(=O)N1c1cccc(C(=O)O)c1)c1cc(Br)ccc1O2 (centres undefined),-8.1,-7.9,-7.0
CC(C)c1nc(C(=O)O)nn1-c1ccccc1Cl,-9.0,-1.8,-14.6
COCCNC(=O)C(NC(=O)c1ccccc1F)C1CCN(C(=O)C2CCCC2)CC1 (centres undefined),-9.0,8.3,-7.1
CN(C)Cc1ccccc1C(O)c1ccccc1 (centres undefined),-1.9,-7.6,nt
c1ccc2c(c1)CCC2Cc1nc(C2CC2)n[nH]1 (centres undefined),-5.6,3.4,nt
CNC(=O)CCCCCN(C)S(=O)(=O)c1ccc(C)cc1,-5.2,-6.5,-4.7
O=C(CCN(CCCN1CCOCC1)c1nc(C2CC2)nc2cc(Cl)ccc12)N1CCN(c2ccccc2F)CC1,0.4,nt,-8.4
O=C(CCCCSc1nnc(-c2ccccc2)n1-c1ccc(Cl)c(Cl)c1)N1CCN(c2ccccc2Cl)CC1,-1.3,-2.4,-4.8
Cc1nn2c(nc(N(C)CC(=O)NC3CC3)c3ccccc32)c1Cl,0.6,9.2,nt
COC(=O)COc1cc(C)c2c(c1C)C[C@H]([C@H](C)C(=O)O)CC2,-0.7,21.3,-1.8
COc1ccc(OC)c(C2CCN(CC(=O)O)C2)c1 (centres undefined),-11.0,18.1,nt
CCc1cccc(OC2OC(CO)C(O)C(O)C2NC(C)=O)c1 (centres undefined),1.6,6.9,-5.2
CCN(CC)c1onc(-c2ccccc2)c1CN(CCCOC)C(=O)c1ccc(Cl)cc1,-12.9,5.2,-4.4
COCC(=O)N1CCN(c2ccc(F)c(Cl)c2)C(=O)C1C (centres undefined),-0.7,2.1,-2.9
O=C(O)CCN1C(=O)C2CC=CCC2C1=O (centres undefined),-3.6,-5.8,nt
FC(F)(F)CN1CCNCC1,1.8,2.1,-2.9
O=C(CSc1ccc2nnc(CCNC(=O)c3ccc(F)cc3)n2n1)NC1CCCCC1,-7.2,2.8,-8.0
Cc1ccc(NS(=O)(=O)N2CCCC(C)C2)c(C(=O)O)c1 (centres undefined),16.9,1.1,15.4
COC1CCCN(C(=O)c2coc(CN3CCN(C/C=C/c4ccccc4)CC3)n2)C1 (centres undefined),-13.5,3.4,nt
CC(C)NC(=O)[C@@H]1C[C@H](N)CN1C(=O)C1(c2ccc(F)cc2)CCOCC1,-3.7,7.7,-11.7
Cc1nc2n(n1)C(=O)C(C(c1ccc(C(C)C)cc1)N1CCC(C(N)=O)CC1)S2 (centres undefined),-8.4,-0.3,nt
CN(CCc1ccccn1)C(=O)CCC1CCCN(C(=O)c2ccccn2)C1 (centres undefined),-4.0,7.2,nt
CC1CCCC(C(=O)N2CCC(n3c(Cc4ccccc4)nc4ccccc43)CC2)C1 (centres undefined),-5.0,2.2,-6.8
COCCn1cc(NC(=O)NC(c2ccccc2)c2nc(C)no2)cn1 (centres undefined),-2.0,-0.7,nt
C=CC(=O)Nc1ccc(-c2cccc(-c3cccc(OC)c3)n2)cc1,-3.9,1.3,-5.6
COc1ccc(Cl)cc1NS(=O)(=O)c1cc(C(C)C)ccc1OC,-6.8,2.5,nt
CCc1nnc(NC(=O)C(=O)N2CCC3(CCCN(C)C3=O)C2)s1 (centres undefined),-6.8,-0.2,-13.8
C#CCOCC(O)CN(Cc1cccc(C)c1)CC1CCCO1 (centres undefined),-4.8,-2.2,-5.3
Cc1cccnc1C(NC(=O)C1CCN(Cc2cn(C)c3ccccc23)CC1)c1ccc(Cl)cc1 (centres undefined),-3.9,5.1,-1.4
O=C(NCc1ccccn1)c1csc(CSc2nnc(-c3cccnc3)n2-c2cccc(Cl)c2)n1,-13.6,-4.4,-5.5
CCc1c(C(=O)Cn2cc(Cl)c(=O)[nH]c2=O)[nH]c(C)c1C(C)=O,-11.0,4.4,nt

# Pulled one by one from the list above (5):
SMILES,hcGAS inh,NPYLR7 ag,mcGAS inh
C#CCOCC(O)CN(Cc1cccc(C)c1)CC1CCCO1 (centres undefined),-4.8,-2.2,-5.3
Cc1cccnc1C(NC(=O)C1CCN(Cc2cn(C)c3ccccc23)CC1)c1ccc(Cl)cc1 (centres undefined),-3.9,5.1,-1.4
CCc1nnc(NC(=O)C(=O)N2CCC3(CCCN(C)C3=O)C2)s1 (centres undefined),-6.8,-0.2,-13.8
Cc1nc2n(n1)C(=O)C(C(c1ccc(C(C)C)cc1)N1CCC(C(N)=O)CC1)S2 (centres undefined),-8.4,-0.3,nt
C=CC(=O)Nc1ccc(-c2cccc(-c3cccc(OC)c3)n2)cc1,-3.9,1.3,-5.6

# (further entries)
SMILES,hcGAS inh,NPYLR7 ag,mcGAS inh
COC(=O)[C@]1(C)C[C@H](C(=O)N2CCCOCC2)[C@H](c2ccccc2Cl)N1C,-10.0,6.3,nt
CCN1C(=O)NC(c2ccc(Cl)cc2Cl)C2=C1CN(CC(=O)N1CCN(c3cccc(C(F)(F)F)c3)CC1)C2=O (centres undefined),-3.1,-1.6,-3.8
O=C(c1c(F)cccc1Cl)N1CCOC(COc2ccc(F)cc2)C1 (centres undefined),-9.8,21.5,nt
COc1ccccc1NC(=O)C(C)OC(=O)[C@H](C)NC(C)=O (some centres undefined),2.2,-4.2,nt
CCOC(=O)CSC1=NC2=C(C(=O)CCC2)C(C)C1C#N (centres undefined),-1.2,2.7,-1.7
Oc1oc(-c2ccccc2F)nc1C=Nc1ccc2ccccc2c1,-1.7,-2.8,nt
O=C(O)Cc1csc(NC(=O)CN(C(=O)c2ccc(Cl)cc2Cl)C2CC2)n1,-7.0,-4.0,-5.6
Cc1ccc(C)c(Nc2nc(N3CCN(c4ccccc4)CC3)nc3nccnc23)c1,-6.7,1.1,nt
COc1nc(-c2ccccc2C)n(-c2ccc(NC(=O)CCCCl)cc2)n1,0.8,4.8,-2.8
C=CCNC(=O)C(C#N)C(=O)c1cccc(Cn2nc(C)cc2C)c1 (centres undefined),-14.1,5.0,nt
COc1ccccc1N1CCN([C@H]2CN(C(=O)CCC(C)C)C[C@@H]2O)CC1,-1.8,-3.5,nt
CC(C)N(C)Cc1nnnn1CC(=O)N1CCC(N2CCSCC2)CC1,-1.2&-8.6,10.8&8.9,nt
CCOc1cc(C=C(C#N)C(=O)OC(C)C)cc(Cl)c1O,-7.4,13.7,nt
O=C(NC1CC1)C(=O)N1CCN(S(=O)(=O)c2cc(Cl)cc(Cl)c2)CC1,-0.3,-4.7,nt
CO[C@H]1C[C@@H]2C[C@H](c3ccccn3)OC[C@]2(O)[C@@H]1N1CCN(c2ccc(C(F)(F)F)cc2)CC1,-2.1,3.6,-4.7
COCCCN(CC(=O)N(CCOC)Cc1cccn1C)C(=O)Nc1c(C(C)C)cccc1C(C)C,-9.9,-8.9,-5.9

# Bioassay records deposited in PubChem BioAssay by Fisher Drug Discovery Resource Center.
